# FUS yeast rescue = rescues growth of FUS-expressing yeast; S. cerevisiae FUS-expressing, growth rescue, OD600, 24 h; Potency, µM (top dose mostly 76.6 µM), for inactives: at the top dose growth rescue (activation), hits mostly activators; 390,000 tested, 0.24% active;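 further: potency means the concentration at half of the fitted maximal effect; plate controls were DMSO vehicle for no effect and reference control for full effect; nearly all actives have a fitted effect of over 55% in size; some results filed as inactive show a strong effect at the top dose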
#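 Steps: raffinose overnight preculture; dilution to OD 0.005 in 2% galactose minimal medium; compound addition (concentration series); 24hr at 30C, 99% humidity; absorbance read at 600 nm.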
# IL-2 act = IL-2 activation. AID 652025. IL-2 activation reporter assay, cell-based qHTS; stimulated with anti-CD3/CD4/CD28 beads; in transgenic mouse T cells. 360,000 tested, 0.065% active. activation, % (series mostly up to about 46 µM); in the data active means activation above about 50%; inconclusive means mostly about 30% to 49%; further: 0% is about no effect
#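 EGFP and DsRed fluorescence is measured by plate cytometry in unstimulated transgenic mouse T cells exposed to compound for 60 minutes, then stimulated 18 hours at 37 degrees C with anti-CD3/anti-CD4 beads plus anti-CD28.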
# EPAC1 agonist = EPAC1 (human) agonism; 360,000 tested, 0.073% active; EPAC1 agonist qHTS, biochemical assay; response scale: 100% = response to 6.5 mM cAMP; Potency, µM (top dose mostly 154 µM), for inactives: at the top dose activation, most hits filed as activators; AID 720707; O95398; further: potency means the concentration at half of the fitted maximal effect; nearly all actives have a fitted effect of over 60% in size
#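 EPAC1 100 nM, Rap1B–BODIPY-GDP 250 nM, unlabeled GDP 50 uM; compound titration; 5 min RT; kinetic read ex480/em540 at 5-min intervals ×30 min; data normalized to 6.5 mM cAMP agonist control.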
# aSyn yeast inh = alpha-synuclein toxicity inhibition in yeast. Potency, µM (titrated, usually from 46.1 µM), for the others: at the highest dose growth rescue (activation), hits mostly activators. 370,000 tested, 0.14% active. Yeast expressing alpha-synuclein, growth rescue, BacTiter-Glo, 24 h; further: potency means the concentration at half of the fitted maximal effect; % of control where 0% means no effect; nearly all actives have a fitted effect of over 65% in size
#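 Galactose-induced alpha-syn yeast (OD600=0.02, raffinose-pregrown) + pinned cpd, 24 hr, 30 deg C; growth by BacTiter-Glo luminescence. Growth restoration scores as activation.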
# EPAC1 antagonist = antagonists of human EPAC1. O95398. EPAC1 GEF assay, Rap1b-BODIPY-GDP exchange fluorescence. Potency, µM (series often up to 115 µM), inactives show at the highest dose activity change, negative = inhibition, hits mostly inhibitors. 360,000 tested, 0.14% active;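 further: potency means the concentration at half of the fitted maximal effect; plate controls were vehicle for no effect and positive control for full effect; nearly all actives have a fitted effect of over 50% in size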
# WRN helicase inh = blocks human WRN helicase; Potency, µM (highest dose often 114 µM), for the others: at the highest dose activity change, negative = inhibition, most hits filed as inhibitors; 360,000 tested, 0.46% active; WRN helicase unwinding, fluorescent forked duplex, kinetic; Q14191; further: potency means the concentration at half of the fitted maximal effect; on the % scale 0 is the no-effect control and ±100 the full control effect; nearly all actives have a fitted effect of over 55% in size
#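 WRN at 20 nM final was preincubated with compound for 15 min at room temperature; reaction started with 100 nM forked duplex oligonucleotide carrying fluorophore and quencher plus 2 mM ATP (final). Unwinding followed kinetically by red fluorescence (ex 525/em 598 nm).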
# PI5P4Ka inh = blocks human PI5P4K alpha kinase activity. P48426. PI5P4Kalpha enzyme, ADP-Glo luminescence, 60 min; stronger effect = lower value. max response, %. 330,000 tested, 1.2% active. AID 652105; active means max response of -50% or lower; inconclusive means between -30% and -50%; inactive means -30% or higher; further: value at the top dose of about 77 µM; on the % scale 0 is the no-effect control and ±100 the full control effect
# Target sequence (P48426 whole entry, looked up): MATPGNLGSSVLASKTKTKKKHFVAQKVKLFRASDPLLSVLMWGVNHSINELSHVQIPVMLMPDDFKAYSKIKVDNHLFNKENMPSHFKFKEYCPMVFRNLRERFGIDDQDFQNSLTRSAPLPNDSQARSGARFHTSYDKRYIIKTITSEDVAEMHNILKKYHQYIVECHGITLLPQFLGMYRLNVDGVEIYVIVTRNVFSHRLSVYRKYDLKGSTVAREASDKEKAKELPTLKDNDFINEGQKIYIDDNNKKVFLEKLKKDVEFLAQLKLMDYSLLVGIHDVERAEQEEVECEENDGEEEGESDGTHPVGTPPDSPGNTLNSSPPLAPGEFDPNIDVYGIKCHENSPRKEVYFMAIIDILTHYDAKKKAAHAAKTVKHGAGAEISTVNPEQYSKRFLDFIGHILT
#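 Human PI5P4Kalpha with substrate in 0.038 M HEPES pH 7.4, 0.28 mM EGTA, 0.1% CHAPS, 5% DMSO; reaction started with 5 microM ATP (final), 60 min at room temperature. ADP formed read by ADP-Glo luminescence.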
# PLK1 PBD inh = inhibitors of human PLK1 polo-box domain binding; P53350; Plk1 PBD binding of FITC phosphopeptide, fluorescence polarization; Potency, µM, inactives show max response, negative = inhibition, usual class: inhibitors; 360,000 tested, 2.8% active; AID 720504; further: potency means the concentration at half of the fitted maximal effect; series mostly up to about 57 µM; on the % scale 0 is the no-effect control and ±100 the full control effect; nearly all actives have a fitted effect of over 65% in size
# Target sequence (P53350 whole entry, looked up, the tested form may be a part): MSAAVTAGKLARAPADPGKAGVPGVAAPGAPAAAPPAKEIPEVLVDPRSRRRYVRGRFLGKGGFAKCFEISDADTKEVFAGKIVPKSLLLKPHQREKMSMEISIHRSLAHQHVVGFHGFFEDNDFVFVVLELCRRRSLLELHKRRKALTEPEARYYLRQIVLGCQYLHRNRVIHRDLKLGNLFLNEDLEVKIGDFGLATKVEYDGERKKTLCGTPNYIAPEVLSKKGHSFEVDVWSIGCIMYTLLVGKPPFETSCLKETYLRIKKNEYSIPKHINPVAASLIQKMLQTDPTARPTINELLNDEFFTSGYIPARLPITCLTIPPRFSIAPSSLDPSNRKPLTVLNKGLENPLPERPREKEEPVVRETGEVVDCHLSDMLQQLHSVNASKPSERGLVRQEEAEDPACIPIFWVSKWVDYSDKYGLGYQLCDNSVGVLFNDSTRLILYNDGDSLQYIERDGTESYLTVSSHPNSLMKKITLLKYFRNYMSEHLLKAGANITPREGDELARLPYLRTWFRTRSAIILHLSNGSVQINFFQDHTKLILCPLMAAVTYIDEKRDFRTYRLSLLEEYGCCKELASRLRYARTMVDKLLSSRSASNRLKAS
# Abeta rescue = A-beta toxicity reversal in yeast | yeast expressing A-beta42, growth rescue, OD600, 48 h; response scale: 0% DMSO, 100% iron-clioquinol control | Potency, µM (titrated, usually from 46.1 µM), for inactives: at the top dose growth rescue, hits mostly activators | 410,000 tested, 0.063% active; further: potency means the concentration at half of the fitted maximal effect; nearly all actives have a fitted effect of over 55% in size
#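 Yeast growth medium received pinned compounds, then yeast cells expressing toxic A-beta were added; plates incubated at 30 C for 48 hr. Growth read as absorbance at 600 nm, normalized to DMSO and equimolar FeCl3 plus clioquinol controls.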
# Starred values were filed as active, the others as inactive; ? = inconclusive; . = no result given; [ ] = dose if it differs, or a comment. Unless noted, the call rests on the fitted dose curve; in most records, active means well fitted curve in the direction sought with a large enough effect; inconclusive means small, poorly fitted or top-dose-only effect, or another doubt; inactive means no such curve, though single readings can be large; an effect the other way counts as inactive or inconclusive.
no.	canonical_smiles	PI5P4Ka inh	EPAC1 antagonist	aSyn yeast inh	Abeta rescue	EPAC1 agonist	FUS yeast rescue	PLK1 PBD inh	WRN helicase inh	IL-2 act
1	COc1ccc(OC)c(S(=O)(=O)N2CCN(CC(O)COc3ccc(C#N)cc3)CC2)c1 (stereo not drawn)	12	-16%	-1%	-14%	-3%	6%	-5%	9%	1.8
2	COc1ccc(OC)c(NC(=O)c2cc3ccccc3o2)c1	5	-2%	2%	5%	5%	22%	4%	-21%	1.5
3	N#Cc1ccc(OCC(O)CS(=O)(=O)c2ccc(F)cc2)cc1 (stereo not drawn)	2	11%	0%	-17%	0%	-11%	-9%	5%	-4.0
4	O=C(NCCc1ccccc1)c1noc2c1CCCCC2	.	3%	-1%	-22%	1%	14%	0%	-1%	-1.4
5	NNC(=O)c1ccccc1-n1cccc1	6	-25%	-5%	11%	-3%	10%	-23%	2%	2.7
6	CS(=O)(=O)c1ccccc1-c1nnc(NC(=O)c2ccco2)o1	-2	-1%	-3%	15%	1%	-1%	-2%	-3%	0.1
7	CCOc1ccc(S(=O)(=O)NCCC(=O)NC2CCN(Cc3ccccc3)CC2)cc1	-1	11%	-3%	-9%	-1%	12%	-8%	20%	-3.7
8	COc1ccc(C(=O)Nc2ccc(S(=O)(=O)Nc3cc(C)nc(C)n3)cc2)c(OC)c1	2	8%	-2%	1%	3%	0%	-17%	7%	0.3
9	O=C(c1ccccc1)n1c(=S)nc2ccccn21	-13	-4%	-24%	-13%	2%	.	-12%	-34%	-0.6
10	O=C(CCNC(=O)c1ccccc1Cl)Nc1ccc(Br)c(C(F)(F)F)c1	13	-2%	0%	5%	0%	-14%	-8%	1%	-2.3
11	Cc1ccc(NC(=O)C2CCCN(S(=O)(=O)c3c(C)noc3C)C2)c(C)c1 (stereo not drawn)	-2	2%	1%	-8%	8%	27%	-2%	-3%	-1.2
12	COC(=O)c1nc(-c2ccccc2)nc(-c2ccccc2)c1C(=O)OC	17	4%	-8%	-5%	11%	8%	-11%	-7%	0.1
13	Cc1ccc(Cl)c(NC(=S)N(CCCN2CCOCC2)Cc2ccco2)c1	.	-4%	6%	-5%	16%	-6%	-7%	72%[activator]	0.4
14	CCN1CCN(c2ccc(S(=O)(=O)N3CCOCC3)cc2NC(=O)/C=C/c2ccc(OC)c(OC)c2)CC1	-4	-4%	0%	2%	-4%	7%	-9%	-7%	-1.9
15	CC(C#N)(NC(=O)COC(=O)c1ccccc1NCCO)C1CC1 (stereo not drawn)	-2	6%	1%	13%	5%	-1%	3%	-2%	1.5
16	CCOc1ccc(-c2nnc3ccc(SCC(=O)Nc4cc(C)on4)nn23)cc1	3	-20%	-3%	1%	1%	-33%	-4%	4%	1.0
17	CCN(CC)C(=O)Cn1cc(C(=O)C(=O)N2CCN(Cc3ccc4c(c3)OCO4)CC2)c2ccccc21	1	10%	1%	18%	6%	6%	-1%	-5%	-5.1
18	COc1ccc(/C=N/NC(=O)c2cccc(S(=O)(=O)N3CCCC3)c2)cc1O	-1	12%	6%	-5%	2%	1%	-9%	-16%	0.5
19	O=C(NCCc1ccc(F)cc1)Nc1ccccc1Cl	-6	-24%	-4%	5%	-4%	-19%	5%	4%	-1.8
20	CCS(=O)(=O)C(=C1NCCO1)S(=O)(=O)CC	.	-7%	6%	2%	7%	36%	-8%	-10%	1.8

# The list goes on; it opens with the 3 that closed the last part.
no.	canonical_smiles	PI5P4Ka inh	EPAC1 antagonist	aSyn yeast inh	Abeta rescue	EPAC1 agonist	FUS yeast rescue	PLK1 PBD inh	WRN helicase inh	IL-2 act
18	COc1ccc(/C=N/NC(=O)c2cccc(S(=O)(=O)N3CCCC3)c2)cc1O	-1	12%	6%	-5%	2%	1%	-9%	-16%	0.5
19	O=C(NCCc1ccc(F)cc1)Nc1ccccc1Cl	-6	-24%	-4%	5%	-4%	-19%	5%	4%	-1.8
20	CCS(=O)(=O)C(=C1NCCO1)S(=O)(=O)CC	.	-7%	6%	2%	7%	36%	-8%	-10%	1.8
21	Cc1c(NC(C)C)c(=O)n(-c2ccccc2)n1C	-9	-8%	-1%	-22%	-9%	-31%	-14%	4%	0.2
22	Cc1cc(C(=O)N2CCCC(CO)(Cc3ccc(F)cc3)C2)c(C)o1 (stereo not drawn)	-5	2%	7%	19%	-7%	13%	4%	-4%	-0.5
23	CC1(C)CC2(CC(c3ccccc3F)c3ccc(O)c(O)c3O2)NC(=S)N1 (stereo not drawn)	-56*	-3%	1%	2%	4%	41%	19µM*	-11%	-1.8
24	COc1ccc(C(=O)NCc2ccncc2)cc1OC	-14	6%	1%	0%	6%	-2%	-3%	4%	-0.3
25	O=C(NCCCN1CCOCC1)C1CCN(S(=O)(=O)c2cccc(Cl)c2Cl)CC1	-7	9%	-5%	5%	-2%	5%	2%	6%	-1.5
26	O=C(CN1CCN(Cc2ccccc2)CC1)N1CCCCCC1	-7	-18%	-7%	-3%	8%	5%	-13%	-32%	-2.9
27	Cc1cccc(C)c1NC(=O)CS(=O)CC(=O)NCCCc1ccccc1 (stereo not drawn)	.	10%	-2%	-5%	5%	-7%	-8%	-21%	-1.6
28	Cc1ccc(SCCNC(=O)c2ccccc2C)cc1	3	-19%	5%	14%	2%	-9%	-2%	-25%[57.1 µM]	-2.0
29	Cc1nc2ncnn2c(C)c1CCC(=O)N1CCN(Cc2ccccc2)CC1	0	3%	4%	7%	7%	-1%	-18%	0%	1.8
30	O=C(O)CCN(CCC(=O)O)S(=O)(=O)c1ccccc1	2	-6%	-1%	14%	7%	10%	-13%	7%	-2.0

# Continued; the last five above are carried over.
no.	canonical_smiles	PI5P4Ka inh	EPAC1 antagonist	aSyn yeast inh	Abeta rescue	EPAC1 agonist	FUS yeast rescue	PLK1 PBD inh	WRN helicase inh	IL-2 act
26	O=C(CN1CCN(Cc2ccccc2)CC1)N1CCCCCC1	-7	-18%	-7%	-3%	8%	5%	-13%	-32%	-2.9
27	Cc1cccc(C)c1NC(=O)CS(=O)CC(=O)NCCCc1ccccc1 (stereo not drawn)	.	10%	-2%	-5%	5%	-7%	-8%	-21%	-1.6
28	Cc1ccc(SCCNC(=O)c2ccccc2C)cc1	3	-19%	5%	14%	2%	-9%	-2%	-25%[57.1 µM]	-2.0
29	Cc1nc2ncnn2c(C)c1CCC(=O)N1CCN(Cc2ccccc2)CC1	0	3%	4%	7%	7%	-1%	-18%	0%	1.8
30	O=C(O)CCN(CCC(=O)O)S(=O)(=O)c1ccccc1	2	-6%	-1%	14%	7%	10%	-13%	7%	-2.0
31	Cc1cccc(C(=O)NC2CCN(C(=O)NCc3ccccc3)CC2)c1	-17	-20%	2%	-9%	4%	-8%	-12%	-1%[57.1 µM]	-0.5
32	CCNC(=O)C1(C)CCCN1C(=O)c1cnc2ccccc2n1 (stereo not drawn)	-6	-7%	0%	-21%	-8%	-9%	-6%	-2%	-0.1
33	COC(=O)C1NC(=O)N2C(C(=O)OC)C(C)(C)S[C@H]12 (stereo partly drawn)	-2	-5%	2%	-4%	5%	-11%	1%	4%	0.7
34	COc1ccc(-n2ncc3c(N4CCN(c5cccc(C)c5C)CC4)ncnc32)cc1	1	10%	0%	-17%	-5%	-18%	-1%	8%	-2.5
35	O=C(Nc1ccc(N2CCOCC2)cc1)C1CC(=O)N(c2ccccc2)C1 (stereo not drawn)	2	5%	7%	4%	8%	-34%	5%	4%	-0.9
36	CC1=C(C(=O)Nc2ccccc2C)C(c2ccc(C)o2)NC(=S)N1 (stereo not drawn)	3	-5%	-4%	2%	0%	-12%	-4%	-1%	7.4
37	Cc1nnsc1C(=O)N/N=C/c1ccc2ccccc2c1O	?	-28%	1%	-7%	0%	-1%	58%[activator]	-22%	1.9
38	Nn1c(SCc2cc([N+](=O)[O-])cc3c2OCOC3)nnc1-c1ccccn1	2	-28%	2%	-4%	6%	21%	-16%	-13%	3.2
39	O=C(COc1ccccc1[N+](=O)[O-])OCC(=O)N1CCC(Cc2ccccc2)CC1	0	5%	7%	29%	11%	16%	-2%	0%	0.4
40	CNC(=O)c1c(NC(=O)c2ccc(S(=O)(=O)N3CCCCC3C)cc2)sc2c1CCN(C)C2 (stereo not drawn)	3	7%	6%	21%	3%	29%	29%	3%	-1.1
41	COC(=O)c1ccccc1NC(=S)N1CCN(C2CCCCC2)CC1	-3	12%	-4%	-9%	-16%	25%	-4%	-6%	0.9
42	O=C(Cn1nnc(-c2ccccc2)n1)NC1CCS(=O)(=O)C1 (stereo not drawn)	-2	-9%	-2%	7%	26%	4%	-6%	-5%	0.4
43	Cc1ccc(C(=O)NCCc2nnc3ccc(NCc4ccc5c(c4)OCO5)nn23)cc1	-12	-13%	-4%	5%	21%	25%	-4%	?	-0.4
44	CCNC(=O)C1CCCN(C(=O)c2ccc(OC(F)F)cc2)CC1 (stereo not drawn)	2	20%	-1%	-9%	2%	-17%	-13%	-1%	2.9
45	Cc1nc2ccc(NC(=O)c3ccc(Br)o3)cc2s1	6	-10%	-1%	-3%	2%	14%	-7%	-5%	-5.6
46	CCOc1ccc(C(=O)Nc2ccncc2)cc1	.	1%	-3%	-6%	5%	9%	-2%	10%[57.1 µM]	-0.7
47	COc1ccc(CCN2CC(C(=O)O)CC2=O)cc1 (stereo not drawn)	.	15%	-1%	3%	2%	11%	-6%	-1%	-3.3
48	COc1ccc(S(=O)(=O)N2CCC(N3CCCC3)CC2)cc1	-7	-7%	0%	-4%	6%	0%	-10%	5%	-4.5
49	O=C1NC[C@H](c2ccccc2)OC(=O)[C@@H](Cc2ccc(F)cc2)CC/C=C/C[C@H]1CC(=O)N(CCO)Cc1ccccc1	3	-15%	3%	7%	-14%	?	-3%	-11%	-4.2
